Compound activity from PubChem.
NSD2 inh: NSD2 histone methyltransferase inhibitors, primary screen, biochemical, AlphaScreen, single concentration, set 2. Histone-lysine N-methyltransferase NSD2 (Homo sapiens), O96028. 310,000 tested, 0.54% active. inhibition, % at 12.5 µM. NSD2 peptide methylation, 120 min; in the data active means inhibition above about 50%
* = called active by the depositor. This is a subset; rates above refer to the full screens.

`O=C(NCC(F)(F)F)c1ccc2sc([C@@H]3O[C@H](CO)[C@H](O)[C@H](O)[C@H]3O)nc2c1` gave NSD2 inh -2.
Screening COc1cc(C(=S)N2CCOCC2)cc(OC)c1OC(=O)c1ccccc1Cl returned NSD2 inh 1.
Screening CC(=O)c1cccc(NC(=O)C2Cc3c(-c4ccccc4)ccnc3O2)c1 (stereo not drawn) returned NSD2 inh 0.
O=C(O)c1cccc(-c2csc(C(O)c3ccc(F)c(F)c3)n2)c1 (stereo not drawn) was read as NSD2 inh -1.
`N#CCCN(Cc1cccnc1)CN1C(=O)c2ccccc2C1=O` gave NSD2 inh 1.
Screening COc1cc(C(=O)Nc2cccc(C(=O)Nc3cc(C)ccn3)c2)cc(OC)c1OC returned NSD2 inh -1.
O=C(NCc1cccs1)c1csc(COCCO)n1 was read as NSD2 inh 2.
CCc1nc2ccc(C(=O)NCCN3CCOCC3)cn2c1N(C)Cc1ccc(OC)cc1 was read as NSD2 inh 1.
`Cc1ccc(S(=O)(=O)NC(=O)C2(C)CCN2C(=O)Cc2ccc(-c3ccccc3)cc2)cc1` (stereo not drawn) gave NSD2 inh -3.
Screening O=C(NC(c1ccc(Cl)cc1)c1cccnc1)C1CCN(CCOc2ccc(Cl)cc2Cl)CC1 (stereo not drawn) returned NSD2 inh 0.
For COc1cc2c(c(OC)c1OC)-c1ccc(NCc3ccccc3)c(=O)cc1C(NC(C)=O)CC2 (stereo not drawn) the results were NSD2 inh -4.
CCc1nc2ccc(C(=O)N(C)CCCN(C)C)cn2c1N(C)Cc1cc2ccccc2s1 was read as NSD2 inh 5.

Continued (3 carried over from the part before).
Screening O=C(NC(c1ccc(Cl)cc1)c1cccnc1)C1CCN(CCOc2ccc(Cl)cc2Cl)CC1 (stereo not drawn) returned NSD2 inh 0.
For COc1cc2c(c(OC)c1OC)-c1ccc(NCc3ccccc3)c(=O)cc1C(NC(C)=O)CC2 (stereo not drawn) the results were NSD2 inh -4.
CCc1nc2ccc(C(=O)N(C)CCCN(C)C)cn2c1N(C)Cc1cc2ccccc2s1 was read as NSD2 inh 5.
For CNc1cncc(-c2cccc(NS(C)(=O)=O)c2)n1 the results were NSD2 inh -2.
For NNc1cc2c(nn1)CCN(C(=O)c1ccccc1)C2 the results were NSD2 inh -3.
CC1(C(=O)Nc2cccc3cccnc23)CCN1Cc1cccc2c1OCO2 (stereo not drawn) was read as NSD2 inh -3.
For CCc1nc2c(OCc3ccc(OC)cc3)cccn2c1N(C)C(=O)c1ccc(OC)cc1 the results were NSD2 inh 17.
`CC(=O)NC(Cc1ccc2c(c1)OCO2)C(=O)N1CCCN(C(C)=O)CC1` (stereo not drawn) gave NSD2 inh -6.
COc1cc(C=NNc2ccccc2[N+](=O)[O-])cc(OC)c1OC was read as NSD2 inh 5.
`CC(C)c1cccc(-c2csc(C(C)(O)c3ccncc3)n2)c1` (stereo not drawn) gave NSD2 inh 1.
For CC1(C(=O)NS(=O)(=O)C2CC2)CCCN(C(=O)C2(c3ccc(Cl)cc3)CCCC2)C1 (stereo not drawn) the results were NSD2 inh 2.
COCCCNC(=O)CSc1nnc(-c2cccnc2)n1C1CCCCC1 was read as NSD2 inh -5.
CC1CCN(S(=O)(=O)N2CCC(C(=O)NC(C)c3ccccc3)CC2)CC1 (stereo not drawn) was read as NSD2 inh 2.
Screening CC1CN=C(NS(=O)(=O)c2ccccc2)N1 (stereo not drawn) returned NSD2 inh -4.
Screening CCN1CCN(c2ccc(NC(=O)CC3OC(=O)c4ccccc43)cc2C)CC1 (stereo not drawn) returned NSD2 inh 4.
`COCCNC(=O)C1CCCN(C(=O)c2ccc(SC(F)(F)F)cc2)CC1` (stereo not drawn) gave NSD2 inh 0.
Screening CCOC(=O)c1cccc(NC(=O)CN(C)S(=O)(=O)c2ccc(C)c(C)c2)c1 returned NSD2 inh -1.
COc1cccc(/C=C2\SC(=S)N(CCCC(=O)N3CCOCC3)C2=O)c1 was read as NSD2 inh 3.
For O=C(CSc1nc2ccccc2c(=O)n1-c1ccc(F)cc1F)NC1CCS(=O)(=O)C1 (stereo not drawn) the results were NSD2 inh -1.
For O=C(NCc1cccnc1)c1cc(C2CCCN(S(=O)(=O)c3cccc4cccnc34)C2)on1 (stereo not drawn) the results were NSD2 inh -4.
For CC1(Cc2ccccc2Cl)C(=O)Nc2c(Cl)cccc21 (stereo not drawn) the results were NSD2 inh -4.
Screening CCOC(=O)N(C)c1c(CC)nc2c(OCc3ccccc3C(=O)OC)cccn12 returned NSD2 inh 1.
`CCCS(=O)(=O)NC(=O)C1(C)CCCN(C(=O)c2ccc(C(F)(F)F)cc2)C1` (stereo not drawn) gave NSD2 inh 0.
For CCCC(=O)N1CCC1(C)C(=O)NS(=O)(=O)c1ccc(C(C)(C)C)cc1 (stereo not drawn) the results were NSD2 inh -2.
`CCOc1ccc(Cl)cc1-c1cc(C(=O)NCc2ccccc2OC)[nH]n1` gave NSD2 inh 4.
For CC(C)NC(=O)C1(C)CCN1C(=O)c1ccc(F)c(Cl)c1 (stereo not drawn) the results were NSD2 inh -1.
CCOc1ccc(OCC(=O)Nc2cc(Cl)ccc2-n2cncn2)cc1 was read as NSD2 inh 0.
Cc1ccc(S(=O)(=O)N2CCCCC2)cc1NC(=O)CCNC(=O)c1ccccc1Cl was read as NSD2 inh -7.
For Cc1cccc(C(O)c2ncc(-c3ccccc3Cl)[nH]2)c1C (stereo not drawn) the results were NSD2 inh 34.
Screening CC1(C(=O)NS(=O)(=O)c2cccs2)CCN1C(=O)C1CCCCC1 (stereo not drawn) returned NSD2 inh -2.
`COc1cc(CNc2ncnc3c2ncn3[C@H]2CN(Cc3ccc(F)cc3)C[C@@H](CO)O2)cc(OC)c1OC` gave NSD2 inh 0.
`Cc1nc(C(F)(F)F)ccc1C(=O)N1CCC1(C)C(=O)NS(=O)(=O)c1c(C)noc1C` (stereo not drawn) gave NSD2 inh 2.
`CCNc1nc(N)c([N+](=O)[O-])c(Nc2cccc(Cl)c2)n1` gave NSD2 inh -1.
Screening Cc1cc2[nH]c(=O)c(=O)[nH]c2cc1S(=O)(=O)NCC(C)c1ccccc1 (stereo not drawn) returned NSD2 inh 1.
For COc1cccc(C(C)(O)c2nc(-c3cnc4ccccc4c3)cs2)c1 (stereo not drawn) the results were NSD2 inh 0.
For COc1ccccc1-c1cncc(NC(C)=O)n1 the results were NSD2 inh -2.
For Cc1ccc(S(=O)(=O)N(CCCc2c(C)nc(N)[nH]c2=O)Cc2ccc([N+](=O)[O-])cc2)cc1 the results were NSD2 inh 3.
`COC(=O)[C@@]12C[C@@H](CC(=O)N3CCN(C(=O)C4CC4)CC3)C(=O)N(CCc3ccc(OC)c(OC)c3)C1=CCC(C)(C)C2` gave NSD2 inh 0.
CC(=O)NC(c1cccc(F)c1)c1nc(-c2cnc3ccccc3c2)cs1 (stereo not drawn) was read as NSD2 inh -1.
`CC(C)Oc1cc(F)ccc1-c1cc(C(=O)NCCc2ccncc2)[nH]n1` gave NSD2 inh -3.
`CC(=O)Nc1ccc(NC(=O)C2Cc3c(-c4cccc(C(C)=O)c4)ccnc3O2)cc1` (stereo not drawn) gave NSD2 inh -2.
CCN(CC(=O)Nc1ccc2c(c1)OCCO2)C(=O)/C=C/c1cc(Br)ccc1OC was read as NSD2 inh -2.
For CCCNC(=O)C1(C)CCN(C(=O)c2ccc3ccccc3c2)C1 (stereo not drawn) the results were NSD2 inh -2.
COc1ccc(NC(=O)c2cc(=O)[nH]c3ccccc23)cc1S(=O)(=O)N1CCOCC1 was read as NSD2 inh -1.
For O=C(CCC(C(=O)c1ccccc1)c1ccccc1)c1ccccc1 (stereo not drawn) the results were NSD2 inh 1.
For COc1ccc(C(=O)CSc2nnc(-c3cccc(Cl)c3)n2Cc2ccco2)cc1 the results were NSD2 inh -2.
For CCC[C@H]1[C@@H](NC(=O)c2ccc(Cl)c(C(F)(F)F)c2)CC[C@@]23CCCN2C(=O)CCC[C@@H]13 the results were NSD2 inh -3.
CCc1nc2c(OCCc3cccc(OC)c3)cccn2c1N(C)C(=O)c1ccc(C)cc1 was read as NSD2 inh 5.
Screening COc1ccc(-n2cnnc2SCC(=O)NC2CC2)cc1 returned NSD2 inh -2.
COc1ccc(N2C(=O)c3n[nH]c(C)c3C2c2cccc(C(F)(F)F)c2)cc1 (stereo not drawn) was read as NSD2 inh 0.
For O=C(C=Cc1ccccc1F)c1ccccc1 the results were NSD2 inh 1.
CC1(C(=O)NS(=O)(=O)c2ccc(Cl)cc2)CCN1C(=O)c1cccc(F)c1 (stereo not drawn) was read as NSD2 inh -3.
Screening CC1(C(=O)Nc2ccc(Cl)c(C(F)(F)F)c2)Cc2c(-c3cccc(C(N)=O)c3)ccnc2O1 (stereo not drawn) returned NSD2 inh -4.
`COCCNc1nc(Nc2ccc(F)cc2)c2sccc2n1` gave NSD2 inh 0.
For CCC[C@H]1[C@@H](NCc2ccccc2)CC[C@@]23CCCN2C(=O)CCC[C@@H]13 the results were NSD2 inh -2.
Cc1ccc2nc(CN(C)C(=O)[C@H](CCc3ccccc3)NC(=O)[C@H]3O[C@@H](n4cnc5c(N)ncnc54)[C@H](O)[C@@H]3O)[nH]c2c1 was read as NSD2 inh -2.
CCn1c(=O)n(CC(=O)N2CCN(C(C)=O)CC2)c(=O)c2ccccc21 was read as NSD2 inh -2.
For COc1ccc(CC(=O)N(Cc2ccccc2)c2ccccc2C(=O)Nc2cc(OC)ccc2OC)cc1 the results were NSD2 inh -2.
O=C(Nc1ccc(Nc2cccnc2)cc1)c1c[nH]c2ccccc12 was read as NSD2 inh 6.
COCCn1c(SCC(=O)N2CCCC2=O)nnc1-c1ccncc1 was read as NSD2 inh -2.
Screening CC1(C(=O)NS(=O)(=O)c2cccc(Cl)c2)CCN1C(=O)C1(c2ccc(Cl)cc2)CC1 (stereo not drawn) returned NSD2 inh -6.
CCCC/C=C1/[C@@H](C(C)C)N(Cc2ccc3c(c2)OCO3)C2=N[C@H](c3ccccc3)CC(=O)N21 was read as NSD2 inh -2.
CC(=O)NC(c1ccccc1)c1nc(-c2cccc(CO)c2)cs1 (stereo not drawn) was read as NSD2 inh -2.

Continued; the last 7 above are carried over.
CCn1c(=O)n(CC(=O)N2CCN(C(C)=O)CC2)c(=O)c2ccccc21 was read as NSD2 inh -2.
For COc1ccc(CC(=O)N(Cc2ccccc2)c2ccccc2C(=O)Nc2cc(OC)ccc2OC)cc1 the results were NSD2 inh -2.
O=C(Nc1ccc(Nc2cccnc2)cc1)c1c[nH]c2ccccc12 was read as NSD2 inh 6.
COCCn1c(SCC(=O)N2CCCC2=O)nnc1-c1ccncc1 was read as NSD2 inh -2.
Screening CC1(C(=O)NS(=O)(=O)c2cccc(Cl)c2)CCN1C(=O)C1(c2ccc(Cl)cc2)CC1 (stereo not drawn) returned NSD2 inh -6.
CCCC/C=C1/[C@@H](C(C)C)N(Cc2ccc3c(c2)OCO3)C2=N[C@H](c3ccccc3)CC(=O)N21 was read as NSD2 inh -2.
CC(=O)NC(c1ccccc1)c1nc(-c2cccc(CO)c2)cs1 (stereo not drawn) was read as NSD2 inh -2.
For CC(=O)NC(c1ccc(F)c(F)c1)c1nc(-c2ccccc2)cs1 (stereo not drawn) the results were NSD2 inh -4.
For CCNC(=S)NNC(=O)CSc1nnc(SCc2cccc3ccccc23)s1 the results were NSD2 inh 2.
Cc1ccccc1NC(=O)CN1CCCC1 was read as NSD2 inh -3.
Screening C=CCn1c(SCC(=O)c2ccc(F)cc2)nnc1-c1ccc(F)cc1 returned NSD2 inh 0.
`CCN(CC1CCCN(CCc2cccc(F)c2)C1)C(=O)c1ccoc1C` (stereo not drawn) gave NSD2 inh 11.
COc1ccccc1N1CCN(S(=O)(=O)CCNC(=O)COc2ccccc2)CC1 was read as NSD2 inh -1.
For CCc1nc2c(OCc3ccccc3C)cccn2c1N(C)C(=O)C1CC1 the results were NSD2 inh -2.
Screening COc1ccc(NC(=O)C2Cc3c(-c4ccc(Cl)cc4)ccnc3O2)cc1 (stereo not drawn) returned NSD2 inh 55*.
`Cc1nc(-[n+]2nc(-c3ccncc3)nn2-c2ccccc2)sc1C` gave NSD2 inh 69*.
`Cc1ccc(CC(=O)Nc2cccc(C(=O)Nc3c(C)n(C)n(-c4ccccc4)c3=O)c2)cc1C` gave NSD2 inh -2.
`COc1cc(C(=O)OCC(=O)Nc2ccccc2)cc2c1OCCO2` gave NSD2 inh -5.
O=c1nc(Oc2ccccc2)nc2ncccn12 was read as NSD2 inh 1.
`COc1cc(C(O)c2nc(-c3cccc(C(=O)O)c3)cs2)ccc1F` (stereo not drawn) gave NSD2 inh 1.
For CCCC(=O)N1CCCC1(C)C(=O)NCc1c(F)ccc(C)c1F (stereo not drawn) the results were NSD2 inh -2.
For CC(C)NC(=O)C1CC(=O)N(CCc2ccc(F)cc2)C1 (stereo not drawn) the results were NSD2 inh 0.
Screening Cc1ccc(Nc2nc(NCc3ccccc3)nc3ccsc23)c(C)c1 returned NSD2 inh -1.
CCOC(=O)N1CCN(C(=O)C[C@@H]2C[C@@]3(C(=O)OCC)CCCC=C3N(CCc3ccc(OC)c(OC)c3)C2=O)CC1 was read as NSD2 inh 0.
